NSD2 inh = inhibitors of human histone methyltransferase NSD2. O96028. NSD2 peptide methylation, AlphaScreen, 120 min. inhibition, % at 12.5 µM. actives 0.54% (n = 310,000). AID 743445; in the data active = inhibition above about 50%
cardiac RTF act = increases calcium sensitivity of human cardiac regulated thin filaments; P19429+P45379; actives 0.24% (n = 340,000); activation, % at 7.2 µM; IANBD-labeled TnC RTF fluorescence at EC20 calcium; 0% EC20 calcium, 100% full calcium;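 active = activation above the mean over all tested compounds plus 3 SD, cut at about 30% in these data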;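 note: rise in fluorescence read as greater calcium sensitivity of cardiac thin filaments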
Mot1-301 SUMO = blocks SUMOylation pathway, rescuing yeast Mot1-301 growth; actives 1% (n = 320,000); S. cerevisiae Mot1-301 growth rescue, ATP luminescence, 38.5C; percent above DMSO median, 100 means doubled; growth rescue, % at 18.8 µM; AID 2716;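 active = every valid replicate shows activation above 250% relative to neutral control wells; inactive = the rest, any valid replicate at or below 250%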;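 note: OY570 slx delta 5 strain wells were the positive control but not used for scaling; some compounds called inactive have numbers as strong as hits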
LANA DNA inh = KSHV C-LANA DNA binding inhibition; MBP-C-LANA/FAM-LBS DNA binding, fluorescence polarization; inhibition, % at 9 µM; actives 0.078% (n = 340,000); AID 504423;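 active = highest replicate inhibition at or above 60% at 9 µM, even if other replicates fall short; inactive = all replicates below 60% inhibition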;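 note: 0% = neutral control wells and 100% = 4 µM acridine orange control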
CDK5 p35 inh = inhibitors of human CDK5/p35 kinase; Q00535+Q15078; Recombinant CDK5/p35, ADP-Glo luminescence, 60 min; inhibition, % at 10 µM; actives 0.01% (n = 330,000); AID 488839;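 active = highest replicate inhibition of at least 50% and at least 75% of replicates reaching 50%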;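 note: plate controls were DMSO neutral control for no effect and GW8510 at 10 µM for full effect; many of its hits are not listed in these tables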
Target sequence (Q00535 whole entry, looked up): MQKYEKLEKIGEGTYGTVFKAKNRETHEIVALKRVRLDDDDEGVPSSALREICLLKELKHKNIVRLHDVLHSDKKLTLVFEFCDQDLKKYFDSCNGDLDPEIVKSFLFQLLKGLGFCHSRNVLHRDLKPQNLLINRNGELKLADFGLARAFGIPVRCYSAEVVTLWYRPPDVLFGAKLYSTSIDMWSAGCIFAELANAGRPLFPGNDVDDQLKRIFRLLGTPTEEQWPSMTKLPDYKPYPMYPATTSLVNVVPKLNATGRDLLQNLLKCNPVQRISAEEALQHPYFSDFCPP
Target sequence (Q15078 whole entry, looked up): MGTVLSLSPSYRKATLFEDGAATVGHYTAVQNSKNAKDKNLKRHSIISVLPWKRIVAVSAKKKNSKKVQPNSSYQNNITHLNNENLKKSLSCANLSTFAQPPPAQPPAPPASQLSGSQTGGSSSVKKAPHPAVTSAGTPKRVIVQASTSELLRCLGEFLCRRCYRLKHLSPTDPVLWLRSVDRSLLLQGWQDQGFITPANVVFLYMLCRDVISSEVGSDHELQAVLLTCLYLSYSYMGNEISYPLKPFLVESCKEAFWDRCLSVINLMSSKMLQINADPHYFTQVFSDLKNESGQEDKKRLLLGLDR
dFosB act = enhances mouse delta FosB homodimer DNA binding | P13346 | purified delta FosB, TAMRA-CDK5 oligo fluorescence polarization; percent of positive-control signal above neutral wells | activation, % at 25 µM | actives 0.99% (n = 340,000);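 active = mean activation above about 17%, with every replicate also reaching it, limit read from the data, passing the limit was not always enough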;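 note: fluorescence polarization rise as delta FosB binds a TAMRA Cdk5 AP-1 oligo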
Target sequence (P13346 whole entry, looked up): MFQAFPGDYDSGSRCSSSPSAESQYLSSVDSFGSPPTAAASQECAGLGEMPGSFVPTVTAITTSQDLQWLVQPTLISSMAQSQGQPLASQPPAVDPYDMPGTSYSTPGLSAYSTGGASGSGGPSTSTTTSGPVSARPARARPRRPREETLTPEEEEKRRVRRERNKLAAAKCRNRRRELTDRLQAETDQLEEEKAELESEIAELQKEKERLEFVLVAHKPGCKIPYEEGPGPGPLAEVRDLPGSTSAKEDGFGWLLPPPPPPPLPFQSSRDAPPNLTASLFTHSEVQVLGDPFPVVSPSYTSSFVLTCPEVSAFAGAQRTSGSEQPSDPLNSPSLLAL
Keap1 Nrf2 FP = inhibitors of human Keap1-Nrf2 protein-protein interaction; Q14145; Keap1 Kelch-Nrf2 peptide fluorescence polarization, 1536-well; inhibition, % at 9.4 µM; actives 0.15% (n = 340,000); AID 504523; in the data active = inhibition above about 12%;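 note: human Keap1 Kelch domain with fluorescein labeled Nrf2 9mer peptide probe; 0% = neutral control wells and 100% = peptide positive control; higher means more block of Keap1 binding to Nrf2 peptide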
PfHsp90 yeast 2 = growth inhibition of yeast expressing Plasmodium Hsp90. AID 504621. actives 0.32% (n = 310,000). inhibition, % at 9.4 µM. S. cerevisiae expressing PfHsp90, BacTiter-Glo ATP, 48 h; yeast lacking PDR1 and PDR3 efflux regulators;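 active = every replicate shows inhibition above about 80%, whatever the replicate mean, limit read from the data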;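 note: 0% = DMSO neutral controls and 100% = 20 µM radicicol positive controls; yeast relying on Plasmodium falciparum Hsp90 in place of its own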
Cardiac RTF inh = cardiac RTF calcium desensitization; IANBD-labeled cardiac RTF, Ca2+ fluorescence; inhibition, % at 7.15 µM; P19429+P45379; actives 0.12% (n = 340,000); AID 493244;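 active = inhibition above the mean inhibition of all tested compounds plus 3 SD, cut at about 17% in these data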;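 note: assay run at fixed EC70 calcium of 1.6 mM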
Rtt109 HAT inh = blocks Candida albicans Rtt109/Vps75 acetyltransferase activity; Q5AAJ8; purified Rtt109/Vps75, ThioGlo CoA-SH fluorescence, 4 h; inhibition, % at 34.9 µM; actives 0.16% (n = 330,000);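 active = inhibition of at least 50% in every replicate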
PvdQ inh = P. aeruginosa PvdQ acylase inhibition | AID 488965 | purified PvdQ acylase, fluorescence plate reader | inhibition, % at 10 µM | actives 0.063% (n = 340,000); in the data active = inhibition above about 30%, passing the limit was not always enough;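 note: 0% = vehicle neutral wells and 100% = reference inhibitor wells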
Numbers without * were called inactive; nt = not tested or not shown; & = joins results of further samples. An unsorted share of the library. Share with any hit: about 3.2%.

Every second line gives: NSD2 inh, cardiac RTF act, Mot1-301 SUMO, LANA DNA inh, CDK5 p35 inh, dFosB act, Keap1 Nrf2 FP, PfHsp90 yeast 2, Cardiac RTF inh, Rtt109 HAT inh, PvdQ inh
N#Cc1c2n(c3c(=O)n(Cc4ccccc4)cnc13)CCCC2
 : -2, -5, -3, -1.3, 0.1, 6, -1, -7, 0, -1, 3
CC(=O)NC1C(=O)N(CCN2CCOCC2)c2ccc(Br)cc21 (stereo not given)
 : -2, -4, -21, 1.7, 0.7, -7, -7, -13, -4, 10, -6
CCC(CC)C(=O)Nc1nnc(S(=O)(=O)N2CCc3ccccc32)s1
 : nt, 4, 11, 0.2, -1.5, -6, -6, 24, -7, -7, -10
Cc1ccc2cc(C(=O)O)c(C)nc2c1
 : -1, -3, 0, -0.1, 0.5, -3, 0, 3, -4, -5, -10
COC(=O)c1ccc(C(NC(=O)OCc2ccccc2)/C(F)=C/[C@@H](C)C(=O)NCc2ccc(OC)c(OC)c2)cc1 (stereo not given in full)
 : nt, -4, -6, 0.6, 0.0, -1, 5, 10, -6, -2, -3
COc1ccc(CC(=O)O/N=C(\N)c2cccc([N+](=O)[O-])c2)cc1
 : 0, -3, 10, -0.3, 0.0, -8, 0, -3, -9, nt, -15
CCOc1ccccc1NC(=O)C(OC(=O)c1ccc(CC)cc1)c1ccccc1 (stereo not given)
 : -2, -4, -20, 1.0, -0.1, -9, 1, -31, -9, -5, -15
CCC(NC(=O)C1(C)CC1(Br)Br)c1ccc(C)cc1 (stereo not given)
 : -3, 2, 12, -1.3, -1.6, 0, -3, 9, -4, 4, -17
COc1ccc(CCn2c(=S)[nH]c3cc(C(=O)N4CCOCC4)ccc3c2=O)cc1OC
 : 0, -4, -16, 1.5, 0.2, -5, -6, nt, 3, 6, -7
CCCCCn1c(=NC(=O)c2ccco2)c(C(=O)OCC)cc2c(=O)n3ccccc3nc21
 : -1&0, -3&5, 18, -0.3&0.3, -0.2&-4.6, -17&-9, 2&-5, -25&16, 1&-7, 1, -10&-17

(list continues)
Every second line gives: NSD2 inh, cardiac RTF act, Mot1-301 SUMO, LANA DNA inh, CDK5 p35 inh, dFosB act, Keap1 Nrf2 FP, PfHsp90 yeast 2, Cardiac RTF inh, Rtt109 HAT inh, PvdQ inh
CCOC(=O)C1=C(C)NC(C)=C(C(=O)OCC)C1
 : 0&7, -1&-6, 8&4, -1.4&0.4, 1.1&1.6, 0&-2, 3&5, -4, -5&-6, 3&-2, -8&-2
CC(=O)Nc1ccc2c(c1)CCCC2=O
 : -1, -2, 343, -0.6, 0.3, 0, -3, 16, 0, 1, -21
CC(C)(C)NC(=O)C(c1ccncc1)N(Cc1ccco1)C(=O)c1ccc(-c2ccccc2)[nH]1 (stereo not given)
 : 7, 3, -7, 1.0, -1.6, -13, -6, nt, -10, 13, 7
Cc1ccc(CNC(=O)C2CCN(S(=O)(=O)c3c(C)noc3/C=C/N(C)C)CC2)cc1
 : 3, 3, -4, -0.7, -0.7, -8, -10, 11, -4, -9, 1
Cc1cc(C)c([N+](=O)[O-])cc1NCC(=O)N1CCN(c2ccccc2)CC1
 : -3, 2, -4, 1.1, 0.6, -5, -2, 16, 1, -6, -9
COc1ccc(-c2csc3ncnc(N4CCN(c5ccccc5Cl)CC4)c23)cc1
 : 0, -5, 13, 0.0, -1.1, -3, 0, -24, -10, -1, -10
COc1ccc(NC(=O)c2cc(C)nc3ccccc23)cc1S(=O)(=O)N1CCOCC1
 : -2, -1, -22, -1.7, -2.2, -3, -2, -14, -4, -10, 10
CCc1nnc(NC(=O)c2ccc(S(=O)(=O)N(C)c3ccccc3)cc2)o1
 : 8, 2, -4, 1.5, -0.1, -1, 1, 9, -14, -9, 13
COc1ccc(S(=O)(=O)Nc2ccc(S(=O)(=O)Nc3cc(C)nc(C)n3)cc2)cc1OC
 : 1, -3, 220, -0.3, 0.0, -3, -1, 3, -5, -8, -17
CCOc1cc(N2CCOCC2)c(OCC)cc1NC(=O)CSc1ncn[nH]1
 : nt, 0, -1, -0.5, -1.0, -6, -3, nt, 2, 18, 19

New compounds follow
Every second line gives: NSD2 inh, cardiac RTF act, Mot1-301 SUMO, LANA DNA inh, CDK5 p35 inh, dFosB act, Keap1 Nrf2 FP, PfHsp90 yeast 2, Cardiac RTF inh, Rtt109 HAT inh, PvdQ inh
CC1(C)CC(NC(=O)c2ccc(Cl)c(Cl)c2)CC(C)(C)N1
 : -7, -8, -15, -0.7, 1.2, -9, -4, -9, -2, -5, -8
COc1ccc(NC(=O)c2cc3cccc(OC)c3oc2=Nc2ccc(C(=O)O)cc2)cc1OC
 : 13, 6, nt, 0.2, 1.7, -9, -7, -62, -4, -1, -6
Cc1ccc(NS(=O)(=O)c2cc(-c3n[nH]c(=O)c4ccccc34)ccc2C)cc1
 : -2, 5, -10, 0.3, -0.7, -1, -3, -30, 11, 4, -18
Cc1cc(-c2cc(C(=O)O)c3ccccc3n2)c(C)s1
 : -3, -3, 0, 0.1, -1.6, -9, -1, 5, -8, 1, -4
O=C(NNC(=O)C1CC1)c1ccccc1[N+](=O)[O-]
 : -4, -1, 11, 0.0, -1.3, 0, -2, -10, -11, -16, -18
COc1ccc2[nH]c3c(N4CCN(Cc5ccc6c(c5)OCO6)CC4)ncnc3c2c1
 : -2, -3, -11, -2.0, -1.1, -3, -3, 3, 4, 21, -3
O=S(=O)(Nc1nc2ccccc2nc1NCC1CCCO1)c1cccc(Cl)c1 (stereo not given)
 : -1, -3, -3, 2.6, 4.1, -8, -1, -10, -11, 40, 8
O=c1c2ccccc2cnn1-c1ccc2ccccc2c1
 : 8, -4, 6, -0.6, 0.4, -12, -1, nt, 2, -9, -3
CC(C)OC(=O)CSc1nnc(-c2ccncc2)n1N
 : -1, 13, -4, 16, -1.4, 5, 2, -1, 2, -5, -2
CCOC(=O)C1=CN(c2cccc(F)c2)C=C(C(=O)OCC)C1c1cc(OC)c(O)c([N+](=O)[O-])c1
 : 57*, -27, 4, 1.4, -0.9, -18, 6, -24, -6, -10, -4

9 compounds already listed, ordered by number of heavy atoms, rising:
Every second line gives: NSD2 inh, cardiac RTF act, Mot1-301 SUMO, LANA DNA inh, CDK5 p35 inh, dFosB act, Keap1 Nrf2 FP, PfHsp90 yeast 2, Cardiac RTF inh, Rtt109 HAT inh, PvdQ inh
Cc1ccc2cc(C(=O)O)c(C)nc2c1
 : -1, -3, 0, -0.1, 0.5, -3, 0, 3, -4, -5, -10
O=C(NNC(=O)C1CC1)c1ccccc1[N+](=O)[O-]
 : -4, -1, 11, 0.0, -1.3, 0, -2, -10, -11, -16, -18
CC(C)OC(=O)CSc1nnc(-c2ccncc2)n1N
 : -1, 13, -4, 16, -1.4, 5, 2, -1, 2, -5, -2
O=S(=O)(Nc1nc2ccccc2nc1NCC1CCCO1)c1cccc(Cl)c1 (stereo not given)
 : -1, -3, -3, 2.6, 4.1, -8, -1, -10, -11, 40, 8
COc1ccc(-c2csc3ncnc(N4CCN(c5ccccc5Cl)CC4)c23)cc1
 : 0, -5, 13, 0.0, -1.1, -3, 0, -24, -10, -1, -10
COc1ccc2[nH]c3c(N4CCN(Cc5ccc6c(c5)OCO6)CC4)ncnc3c2c1
 : -2, -3, -11, -2.0, -1.1, -3, -3, 3, 4, 21, -3
COc1ccc(CCn2c(=S)[nH]c3cc(C(=O)N4CCOCC4)ccc3c2=O)cc1OC
 : 0, -4, -16, 1.5, 0.2, -5, -6, nt, 3, 6, -7
CC(C)(C)NC(=O)C(c1ccncc1)N(Cc1ccco1)C(=O)c1ccc(-c2ccccc2)[nH]1 (stereo not given)
 : 7, 3, -7, 1.0, -1.6, -13, -6, nt, -10, 13, 7
COC(=O)c1ccc(C(NC(=O)OCc2ccccc2)/C(F)=C/[C@@H](C)C(=O)NCc2ccc(OC)c(OC)c2)cc1 (stereo not given in full)
 : nt, -4, -6, 0.6, 0.0, -1, 5, 10, -6, -2, -3

The listing continues.
Every second line gives: NSD2 inh, cardiac RTF act, Mot1-301 SUMO, LANA DNA inh, CDK5 p35 inh, dFosB act, Keap1 Nrf2 FP, PfHsp90 yeast 2, Cardiac RTF inh, Rtt109 HAT inh, PvdQ inh
CCOc1ccc(S(=O)(=O)N(CC)CC)cc1NS(=O)(=O)c1ccc(F)c(F)c1F
 : -5, -2, 152, -0.5, 0.4, -7, 0, -74, -10, 4, -11
COc1ccc(NC(=O)C2CCCCN2S(=O)(=O)c2ccccc2)cc1S(=O)(=O)N1CCOCC1 (stereo not given)
 : -1, 4, nt, -0.5, 1.3, -13, -3, nt, -10, -3, -20
CCC(C)NC(=O)c1ccccc1-c1nc2ccccc2[nH]1 (stereo not given)
 : 0, 1, -9, -6.7, 2.4, 1, 1, 0, 4, -5, -1
C/C(=N\NC(=O)c1ccccc1)c1ccc(-n2ccnc2)cc1
 : 0, -4, -7, 0.2, -1.2, -4, 2, -16, -5, -4, -3
CCOC(=O)c1c(N)sc(C(=O)Nc2ccccc2F)c1C
 : -2, 3, -3, 0.3, -0.8, -8, -5, -52, 0, -11, -9
COc1cccc(C(=O)N2CCC(N3CC(C)OC(C)C3)CC2)c1 (stereo not given)
 : -3, -4, 16, 1.0, 0.1, -1, 7, -2, 5, 0, -1
CSc1nc2cc(S(=O)(=O)N3CCOCC3)ccc2s1
 : -1, -4, 5, -1.3, 0.7, -3, 1, -2, -2, -2, -10
CC(C)(C)c1ccccc1NC(=O)C1=COCCO1
 : 2, -3, 59, -0.6, 0.5, -4, 1, -10, 5, -4, -8
Cc1cc(C)nc(SCc2nnc(SCC(=O)Nc3ccc(C)c(C)c3)n2Cc2ccco2)n1
 : -2, 2, 3, -1.2, -0.3, -14, 0, nt, -3, -3, -13
Cc1ccc(C(=O)Nc2ccc(Br)c(C(F)(F)F)c2)cc1
 : -3, -1, -29, -0.1, -0.3, 0, 1, nt, -2, -1, -3

(continued)
Every second line gives: NSD2 inh, cardiac RTF act, Mot1-301 SUMO, LANA DNA inh, CDK5 p35 inh, dFosB act, Keap1 Nrf2 FP, PfHsp90 yeast 2, Cardiac RTF inh, Rtt109 HAT inh, PvdQ inh
CCCCOC(=O)c1nc[nH]c1C(=O)OCCCC
 : -4, -2, -20, -1.2, -0.2, 3, 1, -14, -6, -7, 11
CC(=O)Nc1ccc(S(=O)(=O)N(C)CC(=O)OCC(=O)N2CCCC2=O)cc1
 : -2, 6, -9, -1.1, 0.0, -4, 2, nt, -2, -15, -13
NC(=O)c1c(N)sc(=S)n1CC1CCCO1 (stereo not given)
 : 2, 0, 28, -1.0, -0.2, 4, 1, 5, -7, -11, -1
COc1cc(C(=O)N2CCN(S(=O)(=O)c3ccc(Cl)cc3)CC2)ccc1OCC(=O)N1CCOCC1
 : -3, -5, nt, 0.8, -9.1, -7, -3, 6, 0, -1, -4

Compound activity: PubChem BioAssay, several laboratories
